# Source: PubChem BioAssay
# Tau fibril ThT – blocks human tau fibril formation measured by thioflavin T. P10636. recombinant tau K18 P301L (four-repeat tau fragment), heparin-induced fibrillization, ThT fluorescence. Potency, µM (series often up to 57.4 µM), inactives show top-dose activity, negative = inhibition, usual class: inhibitors. 270,000 compounds, 2.1% hits; note: nearly all actives have a fitted effect of over 55% in size
# Target sequence (P10636 561-689 P618L limits assumed): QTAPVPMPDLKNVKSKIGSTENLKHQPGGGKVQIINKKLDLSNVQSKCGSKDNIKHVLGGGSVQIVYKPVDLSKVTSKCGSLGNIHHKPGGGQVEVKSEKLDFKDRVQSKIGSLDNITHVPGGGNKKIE
#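 Heparin-induced fibrillization of the P301L-mutant K18 repeat-domain fragment of human tau was followed by ThT binding in quantitative high-throughput format.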
# TRb-SRC2 inh – inhibitors of human thyroid hormone receptor beta-SRC2 interaction; 280,000 compounds, 0.065% hits; P10828; TRbeta-SRC2 peptide binding, fluorescence polarization; receptor liganded with 1 µM T3; AID 1469; Potency, µM (top dose mostly 106 µM), for the others: at the highest dose activity change, negative = inhibition, actives largely listed as inhibitors;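 note: plate controls were bound peptide for no effect and peptide without receptor for full effect; nearly all actives have a fitted effect of over 50% in size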
#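 Fluorescence polarization of 20 nM Texas Red SRC2 peptide (20-aa NR interaction domain) bound to 0.6 uM human TRb ligand-binding domain, with 1 uM T3, after 5 hr at ambient temperature; inhibition seen as decreased polarization.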
# Tau FP inhib – inhibitors of human tau fibril formation. P10636. K18 P301L tau heparin fibrillization, Alexa594 FP, 6 h. Potency, µM (titrated, usually from 57.7 µM), for inactives: at the top dose activity, negative = inhibition, hits mostly inhibitors. 280,000 compounds, 0.39% hits. AID 1468; note: nearly all actives have a fitted effect of over 55% in size
#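 Quantitative HTS format: compounds meet 15 uM recombinant K18 P301L tau and Alexa 594-tau tracer in 100 mM sodium acetate pH 7; 20 uM heparin triggers fibrillization at 37 C over 6 hr; FP gives the signal.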
# RECQ1 helicase – blocks DNA unwinding by human RECQ1. P46063. RECQ1 DNA unwinding, red fluorescence kinetic read. Potency, µM (highest dose often 57.3 µM), without a hit: top-dose activity, negative = inhibition, most hits filed as inhibitors. 240,000 compounds, 0.54% hits;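 note: plate controls were vehicle for no effect and no enzyme for full effect; nearly all actives have a fitted effect of over 30% in size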
#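 RECQ1T1 50 nM; forked duplex (20 bp + 30-nt ss tails) 200 nM, ATP 2 mM final; pH 8.0, 2 mM MgCl2, 2.5 ug/ml poly(dI-dC); 15 min compound preincubation; discontinuous kinetic read over 2 h at RT.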
# JMJD2E inh – inhibitors of human JMJD2E histone demethylase; JMJD2E catalytic domain, FDH-coupled NADH fluorescence (FDH is formaldehyde dehydrogenase); Potency, µM (highest dose often 57.1 µM), without a hit: at the top dose activity change, negative = inhibition, hits mostly inhibitors; 230,000 compounds, 1.6% hits; AID 2147; active = well fitted inhibition curve with a large enough effect, not every such curve was filed as active; inconclusive = small, poorly fitted or top-dose-only effect, or another doubt; inactive = no such curve, though single readings can be large or run the other way;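 note: 0% = wells with enzyme and -100% = buffer wells without enzyme; nearly all actives have a fitted effect of over 50% in size; many of its hits are not listed in these tables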
# RGS12 GoLoco inh – blocks human Gai1 binding to RGS12 GoLoco peptide, red readout. P63096. Gai1:RGS12 GoLoco peptide FP, rhodamine, 10 min. Potency, µM (titrated, usually from 61.6 µM), for the others: top-dose activity, negative = inhibition, hits mostly inhibitors. 230,000 compounds, 0.44% hits. AID 880; active = well fitted inhibition curve with a large enough effect, not every such curve was filed as active; inactive = no such curve, though single readings can be large or run the other way; note: nearly all actives have a fitted effect of over 30% in size; many of its hits are not listed in these tables
# L3MBTL1 block – blocks human L3MBTL1; Q9Y468; AlphaScreen L3MBTL1–H3K9me1 peptide binding; Potency, µM (titrated, usually from 57.1 µM), without a hit: at the highest dose activity, negative = inhibition, actives largely listed as inhibitors; 230,000 compounds, 0.66% hits; note: nearly all actives have a fitted effect of over 60% in size
# Target sequence (Q9Y468 whole entry, looked up): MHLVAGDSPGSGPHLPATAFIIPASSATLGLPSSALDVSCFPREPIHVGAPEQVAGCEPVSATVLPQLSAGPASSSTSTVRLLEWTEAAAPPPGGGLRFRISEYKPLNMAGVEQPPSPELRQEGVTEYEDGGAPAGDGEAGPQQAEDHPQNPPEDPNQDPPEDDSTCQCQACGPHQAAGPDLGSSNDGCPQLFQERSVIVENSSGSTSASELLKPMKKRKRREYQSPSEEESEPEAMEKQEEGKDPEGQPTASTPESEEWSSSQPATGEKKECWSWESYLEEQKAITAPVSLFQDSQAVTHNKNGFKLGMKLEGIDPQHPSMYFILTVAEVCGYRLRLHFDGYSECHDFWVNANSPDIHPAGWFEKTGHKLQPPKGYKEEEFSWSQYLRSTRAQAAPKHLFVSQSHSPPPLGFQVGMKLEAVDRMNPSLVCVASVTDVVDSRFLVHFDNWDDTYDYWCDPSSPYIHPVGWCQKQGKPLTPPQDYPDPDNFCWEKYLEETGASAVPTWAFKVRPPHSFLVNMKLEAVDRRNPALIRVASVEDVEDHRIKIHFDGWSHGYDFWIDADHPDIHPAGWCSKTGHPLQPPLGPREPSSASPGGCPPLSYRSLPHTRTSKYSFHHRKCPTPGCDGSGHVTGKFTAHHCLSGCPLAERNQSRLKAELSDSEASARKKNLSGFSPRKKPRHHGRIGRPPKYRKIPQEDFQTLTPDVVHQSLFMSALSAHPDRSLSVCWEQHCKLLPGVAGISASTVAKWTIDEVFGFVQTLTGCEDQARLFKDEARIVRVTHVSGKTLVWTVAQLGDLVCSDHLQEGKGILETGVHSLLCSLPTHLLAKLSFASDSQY
#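 First, the protein-peptide complex forms for 30 min at room temperature (L3MBTL1 50 nM, biotinylated H3K9me1 peptide 75 nM). Next, compounds are pin-transferred and incubated 30 min. Finally, AlphaScreen beads are added and read after 30 min.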
# TexasRed fluor – counter-screen for TRb-SRC2 inhibitors: fluorescence interference; 280,000 compounds, 0.29% hits; Potency, µM (series often up to 106 µM), without a hit: top-dose fluorescence change, negative = quenching; TRb/SRC2 Texas Red total fluorescence interference; active = well fitted curve in either direction with a large enough effect; inconclusive = small, poorly fitted or top-dose-only effect
#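 Human TRb ligand-binding domain at 0.6 uM with 20 nM Texas Red SRC2 peptide in Tris buffer containing 1 uM T3 and 5% DMSO, incubated with compound 5 h at ambient temperature. Total fluorescence (555/632 nm) calculated as parallel + 2 × perpendicular.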
# An asterisk follows results filed as active; i = inactive; ? = inconclusive; / = no result given; & = joins results of further samples; [ ] = remark or other dose. Unless noted, calls come from the whole dose curve; as a rule, active = well fitted curve in the direction sought with a large enough effect; inconclusive = small, poorly fitted or top-dose-only effect, or another doubt; inactive = no such curve, though single readings can be large; an effect the other way counts as inactive or inconclusive. Unless noted, % is set by controls: 0 for no effect and ±100 for the full control effect; potency is the fitted concentration of half-maximal effect.
SMILES,Tau fibril ThT,TRb-SRC2 inh,Tau FP inhib,RECQ1 helicase,JMJD2E inh,RGS12 GoLoco inh,L3MBTL1 block,TexasRed fluor
COc1ccc(NC(=O)/C(C#N)=C\c2cc(C)n(-c3ccc4c(c3)OCO4)c2C)cc1,?,0%,-3%,-8%,-10%,20%,-25%,1%
O=C(NCc1ccco1)C1CCCN(S(=O)(=O)c2ccccc2)C1 (stereo unspecified),9%,2%,8%,-8%,-4%,-9%,/,0%
O=C(CSCc1ccccc1)N1CCN(c2cccc(C(F)(F)F)c2)CC1,?,-3%,-13%,-14%,-8%,18%,/,1%
CCC(=O)Nc1nc2nc(C)cc(=O)n2[nH]1,9%,-1%,5%,-2%,5%,-47%,-3%,-2%
CC(C)(C)c1ccc(Oc2ccc(NC(=O)c3cccs3)cn2)cc1,1%,-3%,28µM*,-11%,-11%,-1%,8%,-2%
Cc1ccc2nc(SCc3cn4c(C)cc(C)nc4n3)[nH]c2c1,-14%,-3%,0%,-4%,?,6%,-7%,0%
COc1ccc(NC(=O)C2CCN(c3cc(-c4ccccc4)nc4ncnn34)CC2)cc1OC,-15%,-3%,-1%,-3%,3%,14%,4%,0%
CCOC(=O)C1CCCN(c2nc3c(S(=O)(=O)c4ccc(CC)cc4)nnn3c3ccsc23)C1 (stereo unspecified),2%,0%,5%,/,/,/,/,-1%
COc1ccc(C(=O)NCc2nnc(SCC(=O)c3ccccc3)n2C)cc1,-3%,3%,-1%,i,7%,-2%,0%,-1%
O=C(CSc1ccc(-c2ccco2)nn1)NCc1ccc2c(c1)OCO2,?,-1%,-5%,28µM*,?,-8%,/,-10%

# Shown bar-delimited: entries from further up
Compound | Tau fibril ThT | TRb-SRC2 inh | Tau FP inhib | RECQ1 helicase | JMJD2E inh | RGS12 GoLoco inh | L3MBTL1 block | TexasRed fluor
O=C(CSCc1ccccc1)N1CCN(c2cccc(C(F)(F)F)c2)CC1 | ? | -3% | -13% | -14% | -8% | 18% | / | 1%
CCC(=O)Nc1nc2nc(C)cc(=O)n2[nH]1 | 9% | -1% | 5% | -2% | 5% | -47% | -3% | -2%
CC(C)(C)c1ccc(Oc2ccc(NC(=O)c3cccs3)cn2)cc1 | 1% | -3% | 28µM* | -11% | -11% | -1% | 8% | -2%
Cc1ccc2nc(SCc3cn4c(C)cc(C)nc4n3)[nH]c2c1 | -14% | -3% | 0% | -4% | ? | 6% | -7% | 0%
COc1ccc(NC(=O)C2CCN(c3cc(-c4ccccc4)nc4ncnn34)CC2)cc1OC | -15% | -3% | -1% | -3% | 3% | 14% | 4% | 0%

# The list goes on:
SMILES,Tau fibril ThT,TRb-SRC2 inh,Tau FP inhib,RECQ1 helicase,JMJD2E inh,RGS12 GoLoco inh,L3MBTL1 block,TexasRed fluor
COc1ccc(NC(=O)COC(=O)[C@@H]2CCCN2S(=O)(=O)c2ccccc2F)c(OC)c1,-6%,2%,-2%,-3%,-5%,7%,-2%,-1%
Cc1ccc(S(=O)(=O)N2CCC(=O)N(C(CO)C(C)C)CC2)cc1 (stereo unspecified),-4%,4%,-6%,-2%,10%,-8%,-12%,-3%
CCN(CC)c1ccc(CN(C(=O)c2cc(=O)c3ccccc3o2)C2CCS(=O)(=O)C2)cc1 (stereo unspecified),-12%,2%,-1%,/,/,/,/,-22%
O=c1c(-c2ccc3c(c2)OCCO3)coc2cc(O)cc(O)c12,?,9%,-8%,-1%,?,33%[activator],-6%,5%
CCCCC12CN3CC(C)(CN(C1)C3c1ccc([N+](=O)[O-])o1)C2=O (stereo unspecified),-1%,-1%,10%,-3%,-1%,8%,-8%,-3%
COc1ccc2oc(-c3ccc(C)c(NC(=O)c4sc5ccccc5c4Cl)c3)nc2c1,5%,2%,?,/,/,/,/,-16%
N#Cc1cccc(-c2nc(Nc3ccncc3)c3ccccc3n2)c1,-9%,0%,-15%,-14%,-10%,34%[activator],/,-9%
Cc1ccc(C2=NC(=O)/C(=C/c3cc(O)c(O)c(Br)c3)S2)cc1,4µM*,11%,?,3.5µM*,13µM*,153%[activator],/,0%
Cc1ccc(S(=O)(=O)NCc2c(-c3ccccc3)c3cc(Cl)ccc3[nH]c2=O)cc1,8%,6%,?,-2%,5%,-1%,8%,0%
COc1ccc(NC(=O)c2sc3nc4c(c(-c5ccc(OC)cc5)c3c2N)C(=O)CC(C)(C)C4)cc1,-14%,1%,-7%,/,/,/,/,-3%
Cc1ccc(/C=C/C(=O)c2c(C)cc(C)[nH]c2=O)cc1,-11%,-2%,5%,-9%,12%,9%,-1%,-3%
CC(C)CCN(C(=O)Nc1ccc(Cl)cc1)C1CCN(C(C)C)CC1,3%,-6%,-17%,-11%,0%,6%,/,2%
COc1ccc(OCCCCn2c(-c3ccc(Cl)cc3)nc3ccccc3c2=O)cc1,-12%,9%,-12%,/,/,/,/,-2%
O=S(=O)(Nc1nc2ccccc2nc1-[n+]1cccc(N=C([O-])c2ccccc2Cl)c1)c1ccccc1,?,-5%,-3%,-6%,5%,7%,-9%,-3%
COc1cccc(C2=NOC(C(=O)N3CCN(Cc4ccccc4)CC3)C2)c1OC (stereo unspecified),-14%,-3%,-6%,-4%,9%,8%,-5%,0%
O=C(Cc1ccc(NC(=O)N2CCCCc3ccccc32)cc1)Nc1ccccc1Br,-15%,1%,5%,/,/,/,/,?
Cc1ccc(C)c(N2CCN(C(=O)c3cn(CC(C)C)c(=O)c4c3c3ccccc3n4C)CC2)c1,-12%,1%,9%,/,/,/,/,-31%
CCOc1ccc(C2N3CC4(C(C)C)CN2CC(C(C)C)(C3)C4=O)cc1OC (stereo unspecified),5%,4%,-6%,/,/,/,/,1%
CCCOCCOC(=O)c1[nH]c2c(c1C)C(=O)CC(c1cc(OC)ccc1OC)C2 (stereo unspecified),?,13%,7%,3%,2%,8%,12%,-1%
Cc1ccc(S(=O)(=O)N2CCN(C(C)C(=O)N3CCCc4ccccc43)CC2)cc1 (stereo unspecified),-9%,-3%,3%,-4%,8%,3%,-4%,2%
CCN(C(=O)CSc1nc2ccccc2c2nc(CCn3c(C)nc4ccccc43)nn12)c1cccc(C)c1,-18%,1%,0%,/,/,/,/,-3%
C(=C/c1ccccc1)/c1ccccc1,/,1%,/,0%,/,-3%,/,1%
COc1cc(C(=O)N2CCC(O)(c3ccccc3)CC2)cc(OC)c1OC,-12%,5%,4%,-12%,-2%,4%,/,0%
COc1ccccc1-c1nnc2sc(-c3cnccn3)nn12,-16%,0%,2%,-1%,-7%,8%,/,-3%
CN1CC(=O)N=C1N,0%,-6%,-1%,-7%,0%,0%,10%,-2%
O=C(c1ccco1)N1CCN(c2ccc(F)cc2)CC1,-18%,6%,0%,-15%,9%,3%,-4%,-2%
O=C(Nc1ccc2c(c1)OCO2)N1CCN(C(=O)C2CCCO2)CC1 (stereo unspecified),-2%,1%,6%,1%,6%,4%,4%,-7%
Cn1c(-c2ccc(F)cc2)cnc1NCc1cccc(F)c1,-10%,2%,-3%,i,?,135%[activator],-2%,-4%
COc1ccc(-n2c(-c3ccccc3F)nc3c(cnn3-c3ccc(C)cc3)c2=O)cc1,-4%,-2%,3%,/,/,/,/,0%
Cc1cccc(N2CCN(C(=O)Cc3cn(C)c4ccccc34)CC2)c1C,-2%,-4%,-10%,1%,1%,-23%,/,-2%
O=[N+]([O-])c1ccc(N2CCN(c3ccc(O)cc3)CC2)c(Cl)c1,6.3µM*,-4%,10%,-15%,-14%,-31%,-25%,-6%
CC1(C)Oc2ccc(C#N)cc2[C@@H](OC2=CC(=O)CC2)[C@@H]1O,-8%&0%,-4%&2%,-1%&1%,i,/,11%&-5%,/,-1%&-1%
CC(=O)OC1C(=O)[C@@]2(C)C(O)CC3OC[C@]3(OC(C)=O)C2C(OC(=O)c2ccccc2)[C@]2(O)CC(OC(=O)C(O)C(NC(=O)c3ccccc3)c3ccccc3)C(C)=C1C2(C)C (stereo partly specified),-6%,-4%,-2%,-1%,-3%,3%,/,-1%
CC(=O)OCCc1c(C)nc2nc[nH]n2c1=O,-13%,5%,8%,-13%,3%,10%,/,-3%
CS(=O)(=O)N(CC(=O)N1CCCC1)c1cc(Cl)c(Cl)cc1Cl,-2%,2%,-2%,-3%,-3%,-10%,/,5%
Cc1csc(NC(=O)C(F)(F)F)n1,5%,1%,0%,-1%,-1%,10%,9%,-3%
COc1cc(C)nc(N2CCCC(C(=O)NC3CCC(C)CC3)C2)n1 (stereo unspecified),-1%,-7%,-6%,-3%,-10%,-7%,0%,-2%

# Looked up above.
# In RGS12 GoLoco inh, CC(=O)OC1C(=O)[C@@]2(C)C(O)CC3OC[C@]3(OC(C)=O)C2C(OC(=O)c2ccccc2)[C@]2(O)CC(OC(=O)C(O)C(NC(=O)c3ccccc3)c3ccccc3)C(C)=C1C2(C)C (stereo partly specified) reads 3%
# In Tau FP inhib, COc1cc(C)nc(N2CCCC(C(=O)NC3CCC(C)CC3)C2)n1 (stereo unspecified) reads -6%

# This is a subset; rates above refer to the full screens.
